Yeast growth tox = Inhibitors of S. cerevisiae growth, toxicity; S. cerevisiae wild-type growth, A595 turbidity, 16 h; growth inhibition, % at 25 µM (by protocol); 30,000 tested, 0.3% active; AID 685;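 active means mutant and wild-type yeast strains alike exhibit over 30% growth inhibition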;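 further: 0% = untreated cell controls and 100% = YPD media blanks without cells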
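System – wild-type and eIF2Bepsilon-R284H mutant S. cerevisiae, screened separately · Measured by – absorbance at 595 nm (turbidity) · Timing – 16 h compound exposure during growth at 30 °C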
Yeast eIF2B = modulators of yeast eIF2B activity | S. cerevisiae eIF2B-epsilon R284H, GCN4-lacZ luminescence | inhibition, % at 25 µM (by protocol) | 27,000 tested, 0.91% active | AID 688;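 active means mutant luminescence inhibited past about 50% while wild type luminescence and mutant growth stay under set limits, limit read from the data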; further: some compounds called inactive have numbers as strong as hits
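Times: 16 h growth with compound at 30 °C, 90 min Beta-Glo step; Assay system: yeast eIF2B-epsilon R284H mutant carrying GCN4–beta-galactosidase fusion; Measure: % inhibition of reporter signal and growth versus controls; Dosing: one concentration, 25 µM, 0.25% DMSO; Buffer or medium: YPD yeast growth medium; Measured by: Beta-Glo luminescence plus absorbance at 595 nm.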
Yeast growth tox inhibition % = further read-out of Yeast growth tox, marked with its call; growth inhibition, %; S. cerevisiae eIF2Bepsilon-R284H mutant growth, A595 turbidity, 16 h;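 each compound tested once at 25 µM; 0% equals untreated cells and 100% equals cell-free medium blanks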
Yeast eIF2B mutant toxicity = further read-out of Yeast eIF2B, marked with its call; growth inhibition, %; measured here: mutant yeast growth, toxicity;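 each compound tested once at 25 µM; zero equals untreated control growth and 100 equals blank medium absorbance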
Starred values were filed as active, the others as inactive; / = not tested or not shown. The list is partial; count on the stated rates, not on these rows.

SMILES	Yeast growth tox	Yeast growth tox inhibition %	Yeast eIF2B	Yeast eIF2B mutant toxicity
COc1ccc(CNC(=O)c2cnn3c(C(F)F)cc(C)nc23)cc1	4	4	16	4
COCCCN=C(c1ccco1)n1c(=S)nc(-c2ccco2)n(CCCOC)c1=S	-29	-17	16	-17
O=C1NC(=S)N/C1=C/c1cc([N+](=O)[O-])ccc1O	18	11	9	11
O=C(Cc1ccccc1F)Nc1ccc(Cl)nc1	2	8	22	8
c1ccc2sc(NC3=NCN(C4CCCCC4)CN3)nc2c1	4	9	-34	9
CCCc1cc(=O)oc2c(CN3CCCC3)c(O)ccc12	4	-9	18	-9
Cc1ccc(-c2nc(-c3ccccc3)no2)cc1	-3	12	/	/
COc1cc(C2NC(=O)NC(C)=C2C(=O)OC2CCCCC2)cc(Br)c1O (stereo unspecified)	14	6	16	6
COc1cc(C(=O)N2CCN(c3ccc([N+](=O)[O-])cc3)CC2)ccc1OCc1c(C)noc1C	4	7	/	/
Cn1c(CCCCCN)nc2ccccc21	3	7	6	7
CCOC(=O)c1ccc(S(=O)(=O)N2CCN(CC3CC=CCC3)CC2)cc1 (stereo unspecified)	-28	-31	-10	-31
CCn1c(O)c(N=NC2=NC(=O)CS2)c2cc(C)ccc21	-40	19	-31	19
COc1ccccc1N(CC(N)=O)S(=O)(=O)c1ccc(C)cc1	9	15	-6	15
Cc1cc(N2CCC(C)CC2)nc2ccc(N3C(=O)CCC3=O)cc12	10	17	-21	17
COc1ccccc1CNC(=O)C1CCN(Cc2nc(-c3ccc(Cl)cc3)oc2C)CC1	-5	-3	/	/
CCn1c(SCC(=O)Nc2cc(C)on2)nnc1-c1ccco1	29	20	11	20
COc1ccc(CC(=O)N2CC3(C)CC2CC(C)(C)C3)cc1 (stereo unspecified)	25	5	/	/
C=CCOC(=O)C1=C(C)Nc2nc3ccccc3n2C1c1ccncc1 (stereo unspecified)	-18	-20	63*	/
O=S1(=O)C=C(Sc2nnc(-c3ccccc3)o2)c2ccccc21	76*	86*	82	86
Cc1cc(C)n(S(=O)(=O)c2ccc3ccccc3c2)n1	16	18	18	18
Cc1cc(NCCO)nc(-n2nc(C)cc2C)n1	-7	0	-47	/
CCOC(=O)CCC(NC(=O)c1cncc(O)c1)C(=O)OCC (stereo unspecified)	/	/	-19	/
O=C(Nc1ccccc1)N1CCc2ccccc2C1	-5	-3	6	-3
CCOC(=O)c1c(C)c(C(=O)NCc2ccccc2OC)c(C)n1C	12	-19	31	-19
CCc1nnc(NC(=O)NC(C)(C)C)s1	13	6	14	6

The last three compounds of the part above come first, to join the parts.
SMILES	Yeast growth tox	Yeast growth tox inhibition %	Yeast eIF2B	Yeast eIF2B mutant toxicity
O=C(Nc1ccccc1)N1CCc2ccccc2C1	-5	-3	6	-3
CCOC(=O)c1c(C)c(C(=O)NCc2ccccc2OC)c(C)n1C	12	-19	31	-19
CCc1nnc(NC(=O)NC(C)(C)C)s1	13	6	14	6
COc1ccc(-c2nnc3n2N=C(C)CS3)cc1OC	-8	4	26	4
CCC(C)N1CCCCC1C(=O)Nc1c(C)cc(C)cc1C (stereo unspecified)	/	/	25	/
CC1CC(C)CN(C(=O)Cn2c(SCC(=O)N3CCc4ccccc4C3)nc3ccccc32)C1 (stereo unspecified)	2	-20	/	/
COc1ccc2c(c1)C(C)=CC(C)(C)N2C(=O)CN1C(=O)CCC1=O	-6	0	18	/
CCOC(=O)c1ccc(COC(=O)c2cc(=O)[nH]c3ccccc23)o1	-1	7	/	/
CCCCNC(=O)CCn1nc(-c2ccccc2)ccc1=O	12	5	17	5
CCN(CC)S(=O)(=O)c1ccc(-c2nnco2)cc1	0	12	24	12
O=C(NCCC1=CCCCC1)c1cnsn1	27	4	9	4
Cc1noc(NS(=O)(=O)c2ccc(NC(=O)c3cnc4n(c3=O)CCS4)cc2)c1C	-5	-7	12	-7
CCCC(=O)N(c1ccc(F)cc1)C1C=CS(=O)(=O)C1 (stereo unspecified)	-15	4	17	4
Cn1c(SCC(=O)N2CCCc3ccccc32)nc2ccccc2c1=O	-5	19	40	19
COc1cccc(C(=O)Nc2c3c(nn2-c2cccc(C)c2C)CS(=O)C3)c1OC (stereo unspecified)	24	11	6	11
Fc1ccccc1CSc1nnc(Cn2cnc3ccccc32)n1-c1ccccc1	13	-4	26	-4
COc1ccc(Cl)cc1N(CC(=O)Nc1ccccc1SC)S(C)(=O)=O	/	/	31	/
CC(C)c1ccc(-c2nc(N3CCCC3)nc3n[nH]c(N)c23)cc1	-12	0	16	/
Cc1ccn2cc(C(=O)Nc3ccccc3N3CCOCC3)nc2c1	-5	4	-13	4
CCCC(=O)c1ccc(N2CCN(S(=O)(=O)c3ccccc3)CC2)c(F)c1	15	3	7	3
O=C(Nc1ccc2oc(-c3ccncc3)nc2c1)c1c(F)c(F)c(F)c(F)c1F	-32	-45	24	-45
CC(=O)c1cc(F)c(N2CCN(C(=O)COc3ccccc3F)CC2)cc1C	-1	4	8	4
O=C(CCS(=O)(=O)c1ccc(Cl)cc1)N1CCN(S(=O)(=O)c2cccs2)CC1	6	-7	13	-7
O=C(CSc1nc2ccsc2c(=O)n1-c1ccccc1)N1CCCC1	4	3	-27	3
CCN1CCN(c2nc3ccccc3nc2C(C#N)S(=O)(=O)c2ccc(C)c(C)c2)CC1 (stereo unspecified)	-14	10	-5	10
Cc1ccc(Cl)cc1NC(=O)CCn1cccc1	10	0	24	/
CC(NC(=O)CN1CCN(c2ncccn2)CC1)c1ccc(F)cc1 (stereo unspecified)	-7	-10	-13	-10
Oc1cc(Cc2ccccc2)cnc1CN1CCOCC1	-11	3	26	3

By substructure: the entries above with two or more sulfur atoms (six)
SMILES	Yeast growth tox	Yeast growth tox inhibition %	Yeast eIF2B	Yeast eIF2B mutant toxicity
COCCCN=C(c1ccco1)n1c(=S)nc(-c2ccco2)n(CCCOC)c1=S	-29	-17	16	-17
O=S1(=O)C=C(Sc2nnc(-c3ccccc3)o2)c2ccccc21	76*	86*	82	86
Cc1noc(NS(=O)(=O)c2ccc(NC(=O)c3cnc4n(c3=O)CCS4)cc2)c1C	-5	-7	12	-7
COc1ccc(Cl)cc1N(CC(=O)Nc1ccccc1SC)S(C)(=O)=O	/	/	31	/
O=C(CCS(=O)(=O)c1ccc(Cl)cc1)N1CCN(S(=O)(=O)c2cccs2)CC1	6	-7	13	-7
O=C(CSc1nc2ccsc2c(=O)n1-c1ccccc1)N1CCCC1	4	3	-27	3

Grouped by structure: those above containing a furan ring, fused or not
SMILES	Yeast growth tox	Yeast growth tox inhibition %	Yeast eIF2B	Yeast eIF2B mutant toxicity
COCCCN=C(c1ccco1)n1c(=S)nc(-c2ccco2)n(CCCOC)c1=S	-29	-17	16	-17
CCn1c(SCC(=O)Nc2cc(C)on2)nnc1-c1ccco1	29	20	11	20
CCOC(=O)c1ccc(COC(=O)c2cc(=O)[nH]c3ccccc23)o1	-1	7	/	/

Carrying on:
SMILES	Yeast growth tox	Yeast growth tox inhibition %	Yeast eIF2B	Yeast eIF2B mutant toxicity
Cc1cc2c(cc(C(=O)NCc3cccnc3)n2Cc2ccc(Cl)cc2)o1	-4	0	-45	/
CC(C)C(=O)N1CCN(CCN=CC2=C(O)CC(c3ccco3)CC2=O)CC1 (stereo unspecified)	10	0	-10	/
Cc1ccc(-n2c(=O)c(C#N)cc3c(=O)n4ccccc4nc32)cc1	-31	-12	17	-12
COc1ccc(CCNc2c(N)n(Cc3ccccc3)c(=O)[nH]c2=O)cc1OC	3	18	19	18
CN1CCN(C(=O)c2cccc(S(=O)(=O)N3CCCCC3)c2)CC1	-9	-12	0	-12
CCOc1cc(S(=O)(=O)NCc2ccco2)c(OCC)cc1-n1cnnn1	29	11	/	/
COc1ccc(-c2ccc(-c3nnc(Cc4ccc(OC)c(OC)c4)o3)cc2)cc1	-14	-14	53	-14
CN1c2ccccc2-c2nc3ccccc3n2C1c1ccncc1 (stereo unspecified)	7	15	24	15
CCOc1ccc2nc(NS(=O)(=O)Cc3ccccc3)sc2c1	19	8	16	8
COc1ncnc2c1N[C@@](C)(O)c1c(F)c(F)c(F)c(F)c1S2	6	10	17	10
CC(=O)Nc1ccc(NC(=O)CSc2nccn2Cc2ccccc2)cc1	12	24	26	24
CCc1ccc2[nH]c(=O)c(CN(CCN3CCOCC3)C(=O)Nc3ccccc3F)cc2c1	-5	-18	9	-18
CC(=O)OCN(C#N)c1nc(N(C)C)nc(N(C)C)n1	6	0	-49	/
Cc1ccc(NS(=O)(=O)c2ccc(NS(=O)(=O)c3cccs3)cc2)cc1	-2	21	/	/
CC1(C)c2ssc(=S)c2-c2ccccc2N1C(=O)c1ccco1	-34	-19	11	-19
O=C(Cc1ccccc1)Nc1ccc(NC(=O)c2ccco2)nc1	2	-4	3	-4
Cc1ccccc1OCC(=O)Nc1ccccc1CO	-2	3	4	3
COc1cc(C(C#N)N2CCCCC2)ccc1O (stereo unspecified)	8	3	-64	3
Cc1cc(=O)c(C(=O)O)cn1Nc1ccc(Cl)cc1	13	5	13	5
O=C(Oc1ccc(Cl)c2ccccc12)N1CCCCC1	2	11	20	11
COCP(=O)(c1ccccc1)c1ccccc1	11	16	9	16
CCOC(=O)COc1ccc(-c2nnc(-c3ccccc3)o2)cc1	-3	-19	39	-19
Cc1cc2c(NCC(C)O)ncnc2s1 (stereo unspecified)	/	/	16	/
CCC1=[N+]([O-])C(C)(/C(C)=N\O)N(O)C1(C)C (stereo unspecified)	25	14	17	14
CCn1nccc1C(=O)Nc1ccc(Cl)cc1Cl	19	14	6	14

Whole records, quoted from the list. Order of screens: Yeast growth tox, Yeast growth tox inhibition %, Yeast eIF2B, Yeast eIF2B mutant toxicity
Shown for `CCc1ccc2[nH]c(=O)c(CN(CCN3CCOCC3)C(=O)Nc3ccccc3F)cc2c1` = -5, -18, 9, -18
Shown for `Cc1cc2c(cc(C(=O)NCc3cccnc3)n2Cc2ccc(Cl)cc2)o1` = -4, 0, -45, /
Shown for `CC(=O)Nc1ccc(NC(=O)CSc2nccn2Cc2ccccc2)cc1` = 12, 24, 26, 24

Following part
SMILES	Yeast growth tox	Yeast growth tox inhibition %	Yeast eIF2B	Yeast eIF2B mutant toxicity
O=C1c2ccccc2CCC1C(O)c1ccccn1 (stereo unspecified)	-34	14	-23	14
CSc1nc(-c2ccco2)cc(C(F)(F)F)c1C#N	25	12	22	12
Cc1cc(NC(=O)COC(=O)C2CCN(S(=O)(=O)c3c(Cl)cccc3Cl)CC2)no1	-1	7	/	/
COc1ccc(CC(=O)N2CCCc3ccccc32)cc1	-11	9	-25	9
O=C(Nc1ccccc1)C1CC=CCC1C(=O)OCC1CCCO1 (stereo unspecified)	33*	32*	22	32
COc1ccc(CC(C)N2CCN(Cc3ccccc3)CC2)c(OC)c1 (stereo unspecified)	35	4	21	4
COc1ccc(CNC2CCCCC2)cc1	/	/	-16	/
O=C(CSc1ccc2nnc(-c3ccccc3)n2n1)N1CCCCC1	13	0	-8	/
Cc1ccc(C2CC(=O)c3cnc(NC(=O)c4ccco4)nc3C2)cc1 (stereo unspecified)	9	19	22	19

High-throughput results: PubChem BioAssay, PCMD
